High-throughput results (PubChem)
Ecoli viability: counter-screen for AddAB inhibitors: E. coli growth inhibition; E. coli V3065 growth, OD600 absorbance, 18 h; inhibition, % at 11.9 µM; 0.27% of 330,000 active; AID 449728;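 active = inhibition above the campaign's mean inhibition across all tested compounds plus 3 SD, cut at about 9.9% in these data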;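 also: uninfected addAB+ strain grown without phage in ampicillin broth; 0% = DMSO wells and 100% = ciprofloxacin 0.95 µg/ml wells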
PKA-R1A activ: activators of PKA-R1A complex; P00514+P68181; activation, % at 11.4 µM; 0.083% of 340,000 active; PKA-R1A dissociation, Cy5-IP20 fluorescence polarization; scaled: DMSO 0%, 113 µM cGMP 100%;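 active = percent activation above the mean of all tested compounds plus 3 SD, cut at about 19% in these data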;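 also: higher means more PKAc released from R1A so a rise in polarization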
HTR5A inv ctr: counter-screen for OPRM1-OPRD1 inverse agonists: human HTR5A inverse agonism. 0.083% of 340,000 active. inhibition, % at 9.3 µM. HTR5A cell line, luminescence. P47898; in the data active = inhibition mostly above about 23%, no sharp cut-off; inactive = mostly below about 18%;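 also: 0% = cells with DMSO and 100% = no-cell wells with DMSO; some compounds called inactive have numbers as strong as hits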
Target sequence (P47898 whole entry, looked up): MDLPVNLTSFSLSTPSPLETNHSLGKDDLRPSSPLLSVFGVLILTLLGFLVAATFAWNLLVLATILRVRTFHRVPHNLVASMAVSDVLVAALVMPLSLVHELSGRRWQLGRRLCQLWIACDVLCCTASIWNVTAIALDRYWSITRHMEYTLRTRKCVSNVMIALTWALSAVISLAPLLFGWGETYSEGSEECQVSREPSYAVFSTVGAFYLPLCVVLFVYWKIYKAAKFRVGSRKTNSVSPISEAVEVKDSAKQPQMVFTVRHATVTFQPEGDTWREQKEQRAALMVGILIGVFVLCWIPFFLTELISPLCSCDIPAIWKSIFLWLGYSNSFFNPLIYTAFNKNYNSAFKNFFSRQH
PKA-R2B act: PKA-R2B complex activation; P22694+P31323; PKA-R2B holoenzyme dissociation, Cy5-IP20 fluorescence polarization; R2B truncated from residue 108, S112A mutant; 0% DMSO only, 100% 113 µM cGMP; activation, % at 11.4 µM; 0.079% of 340,000 active; AID 504700;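 active = activation above a cutoff set at the mean over all compounds plus 3 SD, cut at about 18% in these data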;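 also: higher means more holoenzyme dissociation and a rise in polarization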
MOR-DOR inv ag: inverse agonist of human OPRM1-OPRD1 heterodimerization; P35372+P41143; cell-based MOR-DOR heterodimer luminescence, inverse agonism; inhibition, % at 9.3 µM; 0.21% of 340,000 active; in the data active = inhibition above about 22%, passing the limit was not always enough;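 also: 0% = cells with DMSO and 100% = wells without cells with DMSO; values of inactives mirror those of a sister screen read the other way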
PfHsp90 yeast 2: reduces growth (ATP signal) of yeast expressing P. falciparum Hsp90. S. cerevisiae expressing PfHsp90, BacTiter-Glo ATP, 48 h; yeast lacking PDR1 and PDR3 efflux regulators. inhibition, % at 9.4 µM. 0.32% of 310,000 active. AID 504621;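 active = every replicate shows inhibition above about 80%, whatever the replicate mean, limit read from the data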;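 also: 0% = DMSO neutral controls and 100% = 20 µM radicicol positive controls; yeast relying on Plasmodium falciparum Hsp90 in place of its own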
AddAB inh: less growth of phage-infected E. coli with AddAB; E. coli expressing H. pylori AddAB, absorbance growth; inhibition, % at 11.9 µM; 0.29% of 330,000 active; AID 435030; in the data active = inhibition above about 12%;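 also: 0% = vehicle wells of infected cells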
Mot1-301 SUMO: SUMOylation pathway inhibition by Mot1-301 growth rescue | S. cerevisiae Mot1-301 growth rescue, ATP luminescence, 38.5C; percent above DMSO median, 100 means doubled | growth rescue, % at 18.8 µM | 1% of 320,000 active | AID 2716;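 active = every valid replicate shows activation above 250% relative to neutral control wells; inactive = the rest, any valid replicate at or below 250%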;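 also: OY570 slx delta 5 strain wells were the positive control but not used for scaling; some compounds called inactive have numbers as strong as hits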
phage Ecoli inh: E. coli growth loss with phage present. growth absorbance. inhibition, % at 11.9 µM. 0.26% of 360,000 active; in the data active = inhibition above about 11%
MOR-DOR ag: agonists of human mu-delta opioid receptor heterodimerization; P35372+P41143; cells, OPRM1-OPRD1 heterodimerization, luminescence; activation, % at 9.3 µM; 0.3% of 340,000 active; AID 504326; in the data active = activation above about 18%;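 also: 0% = vehicle-treated cells and 100% = reference agonist; values of inactives mirror those of a sister screen read the other way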
Tat export inh: blocks Tat-dependent protein export in E. coli. E. coli MC4100 TorA-mCherry Tat export, fluorescence. inhibition, % at 10 µM. 0.036% of 340,000 active. AID 488895;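 active = mean replicate inhibition at least 50% and at least half of replicates individually reaching 50%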;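 also: exported cargo escapes ClpAP degradation while cytoplasmic cargo is degraded and loses fluorescence; 0% = median of neutral control wells and 100% = median of NaSCN control wells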
* hit, by the source's call; . = no result given.

Under each structure: Ecoli viability, PKA-R1A activ, HTR5A inv ctr, PKA-R2B act, MOR-DOR inv ag, PfHsp90 yeast 2, AddAB inh, Mot1-301 SUMO, phage Ecoli inh, MOR-DOR ag, Tat export inh
COc1ccccc1/C=C/C(=O)c1ccc(NC(C)=O)cc1
  -3.3, -9, -12, -8, 7, 3, 0.3, 6, 2.1, -1.3, 6
CCc1cc2c(SCC(=O)c3cccs3)ncnc2s1
  -1.2, -6, 13, -1, 0, 1, 3.5, 55, 2.3, -0.1, -11
N#C/C(=C\c1cccc([N+](=O)[O-])c1)C(=O)NCc1cccnc1
  0.9, -6, -12, 1, 2, -28, 1.2, -1, 1.4, -0.3, -1
COc1ccc(NC(=O)COC(=O)CC2CCCC2)cc1
  -1.2, 11, -3, -2, 15, 2, 0.3, -4, 1.1, -3.0, -1
O=C(CCNC(=O)c1ccccc1Cl)NCCc1ccc(C(F)(F)F)cc1
  0.1, 5, -7, 5, 3, 5, 0.2, 7, 2.0, -0.4, 5
COc1ccc(NC(=O)NNC(=O)c2cc(C3CC3)nc3ccccc23)c(OC)c1
  -2.7, 4, -2, 5, 18, 27, 1.6, -9, 0.7, -3.3, -5
CCOc1ccc(N(Cc2ccc(OC)cc2)C(=O)c2ccco2)cc1
  0.0, -1, 8, -7, -10, 22, 2.0, 17, 2.4, 1.7, 15
CC(=O)N(CCC1(C(C)C)CCOC(C)(C)C1)C(C)c1cccs1 (centres undefined)
  -0.2, 1, 5, 4, 12, 3, 1.3, -2, 2.8, -2.2, -5
COc1ccc(-c2cc(C(F)(F)F)nc(SCC(=O)N3CC(C)OC(C)C3)n2)cc1OC (centres undefined)
  ., -5, 11, -5, 11, 6, ., ., 2.7, -2.3, -4
CN(CC#CCC(c1ccccc1)c1ccccc1)C(C)(C)C
  1.6, 1, -43, 0, -16, -1, -0.5, 4, 2.3, 2.9, 2
CCOC(=O)C1=C(C)NC(=O)C1(NC(=O)c1cccnc1)C(F)(F)F (centres undefined)
  -1.4, -8, 9, -8, 18, 19, 0.6, -12, -0.2, -3.0, -2
CC(C)Cn1c(CN2CCN(C(=O)c3ccco3)CC2)nc2c1c(=O)n(C)c(=O)n2C
  -2.3, -8, 23, -2, -1, ., 2.9, 6, 1.5, 0.2, 15
COCCNC(=O)c1c(CSc2ccc(Cl)cc2)noc1C(=O)NCc1ccccc1
  -5.5, -1, -12, 8, -10, -17, 1.9, -2, 3.3, 1.8, 4
O=C(CCSc1ccc(Cl)cc1)N1CCCCCC1
  2.0, -3, -2, 1, 10, 13, 1.9, 35, 2.8, -2.0, 6
S=C(c1ccc(Br)cc1)N1CCN(Cc2ccccc2)CC1
  -1.7, 5, -27, -8, -11, 22, -2.6, 67, 1.6, 2.1, -5
CSCc1cc(N(C)c2ccccc2)nc(-c2ccccn2)n1
  -1.3, 1, -20, -9, 1, -9, -4.5, 162, 0.1, -0.2, -9
FC(F)(F)c1cccc(NC(=S)NCc2ccccn2)c1
  1.5, -4, 13, -14, -5, 6, 4.7, -5, 0.9, 1.0, 3
CCC1=C2CC[C@H]3C(=O)N(CC(=O)OC)C(=O)[C@H]3[C@H]2[C@@]2(C)C(=NCC(=O)OC)OC(=O)N2C1=O
  0.5, 3, 9, 1, 6, -8, 3.9, 130, -1.5, -1.1, 4
CCc1ccc(NC(=O)CN(c2ccc3c(c2)OCO3)S(=O)(=O)c2c(C)noc2C)cc1
  -1.5, -4, -15, -11, -34, 0, 0.3, 398, 2.1, 6.7, 7
CCCC(=O)Nn1cnc2c(c1=O)C1(CCCCC1)Cc1ccccc1-2
  -0.5, 5, -7, 0, 7, -8, 0.1, 1, 0.6, -1.2, 3
COc1ccc2c(c1)[nH]c1c(Cl)ncnc12
  -1.6, -5, 9, -5, -11, 8, -1.0, -9, 4.3, 1.8, -8
CCC1CCCCN1C(=S)Nc1cccc(S(=O)(=O)N(C)C)c1 (centres undefined)
  -0.8, -1, -25, -8, 7, ., 0.9, 5, -2.0, -1.5, -1
FC(F)(F)COc1nc(N/N=C/c2cccnc2)nc(N2CCCCC2c2ccccn2)n1 (centres undefined)
  0.0, -9, -2, -12, 0, -1, 1.8, -18, 2.0, 0.0, 0
Cn1cccc1/C=N/N1CCN(c2ccccn2)CC1
  0.5, 6, 8, -8, 21, 4, 2.7, 14, 2.2, -3.3, 1

In the list so far, these contain a carbonyl joined to an NH by a bond outside any ring.
Under each structure: Ecoli viability, PKA-R1A activ, HTR5A inv ctr, PKA-R2B act, MOR-DOR inv ag, PfHsp90 yeast 2, AddAB inh, Mot1-301 SUMO, phage Ecoli inh, MOR-DOR ag, Tat export inh
COc1ccccc1/C=C/C(=O)c1ccc(NC(C)=O)cc1
  -3.3, -9, -12, -8, 7, 3, 0.3, 6, 2.1, -1.3, 6
N#C/C(=C\c1cccc([N+](=O)[O-])c1)C(=O)NCc1cccnc1
  0.9, -6, -12, 1, 2, -28, 1.2, -1, 1.4, -0.3, -1
COc1ccc(NC(=O)COC(=O)CC2CCCC2)cc1
  -1.2, 11, -3, -2, 15, 2, 0.3, -4, 1.1, -3.0, -1
O=C(CCNC(=O)c1ccccc1Cl)NCCc1ccc(C(F)(F)F)cc1
  0.1, 5, -7, 5, 3, 5, 0.2, 7, 2.0, -0.4, 5
COc1ccc(NC(=O)NNC(=O)c2cc(C3CC3)nc3ccccc23)c(OC)c1
  -2.7, 4, -2, 5, 18, 27, 1.6, -9, 0.7, -3.3, -5
CCOC(=O)C1=C(C)NC(=O)C1(NC(=O)c1cccnc1)C(F)(F)F (centres undefined)
  -1.4, -8, 9, -8, 18, 19, 0.6, -12, -0.2, -3.0, -2
COCCNC(=O)c1c(CSc2ccc(Cl)cc2)noc1C(=O)NCc1ccccc1
  -5.5, -1, -12, 8, -10, -17, 1.9, -2, 3.3, 1.8, 4
CCc1ccc(NC(=O)CN(c2ccc3c(c2)OCO3)S(=O)(=O)c2c(C)noc2C)cc1
  -1.5, -4, -15, -11, -34, 0, 0.3, 398, 2.1, 6.7, 7
CCCC(=O)Nn1cnc2c(c1=O)C1(CCCCC1)Cc1ccccc1-2
  -0.5, 5, -7, 0, 7, -8, 0.1, 1, 0.6, -1.2, 3
